iPSC survival up – increases survival of single human iPS cells; hiPSC single-cell survival, ATPlite luminescence; 100% = ROCK inhibitor wells, 0% = DMSO; survival enhancement, % at 20 µM; 360,000 tested, 0.044% active; in the data active = survival enhancement above about 18%;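 also: cells exposed to compounds for 16 hours before the ATP read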
NR2E3 ag-1 – agonists of human NR2E3 nuclear receptor. CHO-S Gal4-NCOR/VP16-NR2E3 two-hybrid, luciferase. inhibition of corepressor binding, % at 3.98 µM. 360,000 tested, 0.35% active. AID 602229;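 active = inhibition above the mean of all tested compounds plus 3 SD, cut at about 70% in these data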;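 also: 0% = DMSO with NR2E3 transfected cells and 100% = cells lacking NR2E3 construct; higher means lower luciferase signal from less NR2E3 corepressor binding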
Target sequence (Q9Y5X4 whole entry, looked up, the tested form may be a part): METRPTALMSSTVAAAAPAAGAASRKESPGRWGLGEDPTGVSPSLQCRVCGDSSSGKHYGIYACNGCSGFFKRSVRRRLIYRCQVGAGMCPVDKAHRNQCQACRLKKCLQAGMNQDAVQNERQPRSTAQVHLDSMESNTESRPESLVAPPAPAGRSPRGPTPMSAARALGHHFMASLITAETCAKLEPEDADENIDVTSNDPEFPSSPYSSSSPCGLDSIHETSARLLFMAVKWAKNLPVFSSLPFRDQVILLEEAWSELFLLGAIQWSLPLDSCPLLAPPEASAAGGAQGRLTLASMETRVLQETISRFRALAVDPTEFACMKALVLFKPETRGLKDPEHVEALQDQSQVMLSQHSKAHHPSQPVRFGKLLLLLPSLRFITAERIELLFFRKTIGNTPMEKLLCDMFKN
Granule exo inh – blocks lytic granule exocytosis. AID 651702. 360,000 tested, 0.66% active. inhibition, % at 10 µM. TALL-104 LAMP-1 surface exposure, flow cytometry; cells stimulated with thapsigargin and PMA;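 active = inhibition above about 55%, limit read from the data; inconclusive = no clear call, values can overlap the other calls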
HIF-2a inh – inhibitors of HIF-2a; inhibition, % at 18.8 µM; 360,000 tested, 0.72% active; AID 624352; 786-0 RCC cells HIF-2a reporter, luciferase luminescence, overnight;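 active = inhibition of the luminescence signal of 40% or more relative to plate controls, in a single-dose primary screen at 18.75 µM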
Peg3 promoter – reduces Peg3 promoter-driven luciferase expression in HeLa; inhibition, % at 20 µM; 360,000 tested, 1.7% active; HeLa PEG-Prom luciferase reporter, luminescence, overnight; AID 588405;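 active = inhibition of at least 50% at 20 µM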
Vif inh – blocks HIV Vif function; HEK293T cells, Vif self-association by quenched fluorescence, imaging, 24 h; inhibition, % at 7.49 µM; 340,000 tested, 0.35% active; AID 602346; in the data active = inhibition above about 50%, passing the limit was not always enough; inconclusive = no clear call, values can overlap the other calls; inactive = below about 31%; also: some results filed as inactive read as strong as hits
CaV13 ICDI inh – Disruptors of the CACNA1D IQ motif to Ca2+-dependent inactivation inhibitor domain association, primary screening, Förster resonance energy transfer in intact living …. HEK cells, CFP/YFP FRET ICDI-IQ, plate reader, 10 min; percent FRET-ratio fall versus neutral wells. inhibition, % at 12.3 µM. 340,000 tested, 0.098% active;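 active = mean replicate inhibition of at least 30% and at least 1% of replicates passing that level; inconclusive = only one of the two criteria is met; inactive = neither criterion is met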;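 also: 0% = median of the neutral control wells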
NR2E3 ag-2 – NR2E3 (human) agonism. inhibition of corepressor binding, % at 4.78 µM. AID 2300. 320,000 tested, 0.12% active. Q9Y5X4. GST-NR2E3/biotin-RetCOR TR-FRET, 1536-well;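 active = percent inhibition above the cutoff of mean plus 3 SD of all tested compounds, set per screening campaign, cut at about 20% in these data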;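 also: 0% = DMSO wells and 100% = biotin wells as full block of FRET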
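Material: NR2E3–RetCOR corepressor complex / Amount: 1.35 nM GST-NR2E3 / Medium: Tris pH 7.5 / Compound: single nominal compound dose of 4.8 µM / Incubation: 5 h at 4 °C / Technique: TR-FRET, Eu(K)-anti-GST donor, streptavidin-D2 acceptor, ex 340, em 617/671 nm / Read-out basis: percent loss of FRET ratio relative to control wells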
aDG glyco up – alpha-DG glycosylation activation; Pro5-aDG cells, alpha-DG glycosylation AlphaScreen (IIH6); 0% Pro5, 100% B10-LARGE cell signal; activation, % at 10 µM; 360,000 tested, 0.22% active; AID 624168;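 active = activation of at least 8% versus controls, or a plate z-score of at least 8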;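 also: Pro5 are CHO cells carrying HIG-tagged alpha-DG that lacks glycosylation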
PDI turbidity – blocks human protein disulfide isomerase activity. P07237. PDI insulin aggregation turbidity, A650, 90 min. inhibition, % at 10 µM. 350,000 tested, 0.052% active. AID 588391;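 active = mean inhibition across replicates of 30% or more, whatever share of single replicates reach that level; inconclusive = mean inhibition below 30% while every single replicate reaches 30%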;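 also: absorbance from insulin aggregation driven by PDI reduction with DTT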
Target sequence (P07237 whole entry, looked up): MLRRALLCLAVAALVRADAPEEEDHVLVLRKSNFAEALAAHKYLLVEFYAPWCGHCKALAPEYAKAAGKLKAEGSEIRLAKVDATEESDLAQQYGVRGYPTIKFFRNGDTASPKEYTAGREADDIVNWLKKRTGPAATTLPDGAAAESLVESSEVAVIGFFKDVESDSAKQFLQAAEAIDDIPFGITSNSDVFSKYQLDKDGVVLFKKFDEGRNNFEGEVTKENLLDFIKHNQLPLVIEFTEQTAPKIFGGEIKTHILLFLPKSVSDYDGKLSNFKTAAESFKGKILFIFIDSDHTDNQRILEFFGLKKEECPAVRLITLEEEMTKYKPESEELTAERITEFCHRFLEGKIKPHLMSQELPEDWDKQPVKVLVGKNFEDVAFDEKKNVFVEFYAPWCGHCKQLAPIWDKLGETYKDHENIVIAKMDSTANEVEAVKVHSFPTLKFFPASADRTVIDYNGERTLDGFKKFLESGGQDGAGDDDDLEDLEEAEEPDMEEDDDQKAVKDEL
TRPM1 prom inh – inhibitors of MITF-driven TRPM1 promoter in melanoma cells; SK-MEL-5 TRPM1 promoter luciferase, 24 h; inhibition, % at 12.5 µM; 330,000 tested, 0.83% active; AID 488899;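 active = mean inhibition across replicates of 60% or more, whatever share of single replicates reaches that level; inconclusive = some that reach 60%, reason not given; inactive = mean inhibition across replicates below 60%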; also: values of inactives mirror those of a sister screen read the other way
The depositor's hits bear a star; ? = inconclusive; · = no result given. Random draw from the library; overall some 3.5% were active at least once.

The line under a structure holds: PDI turbidity, Peg3 promoter, CaV13 ICDI inh, Granule exo inh, aDG glyco up, Vif inh, TRPM1 prom inh, iPSC survival up, HIF-2a inh, NR2E3 ag-1, NR2E3 ag-2
(1) O=C(CN1C(=O)c2ccccc2C1=O)NC1CCS(=O)(=O)C1 (stereo unspecified)
    7, 1, -5, -9, -0.1, -12, ·, 3.2, 5, -15, ·
(2) CNC(=O)c1csc(Cc2c(Cl)sc3ccc(Cl)cc23)n1
    -9, 12, -16, 8, 0.2, -1, 11, -0.7, -10, 23, 2
(3) Cc1c(NC(=O)C2CCCN2S(=O)(=O)c2cccc3nsnc23)cccc1C(=O)O (stereo unspecified)
    16, 10, -5, 1, 0.1, ·, 2, 0.9, 19, 5, 2
(4) CCCCC(=O)Nc1ccc(C(=O)N2CCN(C)CC2)cc1
    0, 9, -6, -2, -0.3, -4, 0, -0.1, 11, -21, 0
(5) CCNc1nc(NCC)nc(OCC(=O)O)n1
    3, 10, 0, -3, -0.1, 6, 7, -0.5, 12, 1, -1
(6) CC(=O)Oc1cccc(NC(=O)c2cccc(C(=O)Nc3cccc(OC(C)=O)c3)c2)c1
    -2, 6, -3, 64*, -0.2, -5, 2, 1.3, 18, 1, -1
(7) COc1ccc(C(=O)N2CCN(C(=O)c3ccc(-c4ccccc4)cc3)CC2)cc1OC
    -4, 14, 2, -2, 0.2, -3, 0, -1.5, 15, 19, 0
(8) COC(=O)c1ccccc1NC(=O)CSCC(=O)Nc1ccc(F)cc1
    -6, 8, -8, -2, 0.2, -11, 11, -1.7, 6, -12, -1
(9) CCOC(=O)C1=C(c2ccccc2)NC(=S)NC1c1cc([N+](=O)[O-])ccc1OC (stereo unspecified)
    -5, 8, -2, -2, -0.2, -4, -7, 7.5, 1, -38, -2
(10) CCN1CCN(C(=O)/C=C/c2ccc(OC)cc2)CC1
    2, -2, -5, -4, 0.1, -2, 12, -0.5, 10, -2, 2
(11) COc1ccc(CN(C)C(=O)c2ccc(Oc3ccccc3)cc2)cc1F
    -48, 21, -4, 67*, 0.3, 15, -1, -0.2, 2, -1, 1
(12) COc1cc(/C=C2\CCC(C3CCCC3)C2=O)ccc1OC(C)C (stereo unspecified)
    -2, -27, -2, -1, -0.1, -3, -4, -0.2, -30, -20, 0
(13) O=C(Cn1nnc2ccccc2c1=O)N[C@@H](Cc1c[nH]c2ccccc12)C(=O)O
    -2, 9, -2, -3, -0.3, -13, 6, 0.6, 18, -8, 5
(14) CCOC(=O)COc1ccc2c(C)cc(=O)oc2c1C(=O)c1ccccc1
    1, -6, -3, 6, 0.4, 0, -11, 0.0, 18, -18, 5
(15) O=C(OCC(=O)N1CCc2ccccc21)[C@@H]1CC(O)CN1S(=O)(=O)c1ccc(Cl)cc1 (stereo partly specified)
    -2, 4, -2, -4, 0.3, 2, 6, 0.2, -1, 0, ·
(16) Cc1ccc(NC(=O)COC(=O)c2ccc([N+](=O)[O-])o2)cc1S(=O)(=O)N1CCCCC1
    9, 12, -19, -1, -0.5, 6, -9, 0.5, 6, -14, 2
(17) CCOc1ccc(CCN2C(=O)C(=O)N([C@@H](CC(C)C)CN3CCC[C@H]3CN3C(=O)C(=O)NC[C@@H]3Cc3ccccc3)C[C@@H]2Cc2ccccc2)cc1
    ·, ·, -6, 23, -0.4, ·, ·, 0.5, -40, 20, ·
(18) CCc1nc2scc(-c3ccccc3)c2c(=O)n1N
    -12, 2, -5, 2, 0.1, ·, 4, 0.8, -4, -16, -4
(19) Cc1ccc(-n2c(C)n[nH]c2=S)cc1
    -1, 5, -5, -1, -0.1, -8, -6, -0.5, 4, 21, -1
(20) O=C1C(=O)N(CCO)C(c2cccc(F)c2)/C1=C(\O)c1ccc(Cl)cc1 (stereo unspecified)
    -4, 10, -1, 2, 0.0, 2, -15, 1.6, 10, -11, 6
(21) COc1cccc(CNC(=O)CN2C(=O)CSc3ccc(S(=O)(=O)N4CCOCC4)cc32)c1
    14, -6, -6, -1, -0.1, 4, 16, -0.6, -4, -18, 7
(22) O=C(Cc1ccccc1)NCC(=O)N1CCCC1
    -29, -18, -4, -12, -0.2, 6, 2, -0.4, -6, -1, 3
(23) CC1=C(C(=O)Nc2ccccc2C(=O)NC2CCCCC2C)SCCO1 (stereo unspecified)
    0, -14, -2, -6, 0.3, -6, 1, -0.7, 9, -3, 0
(24) O=C(c1cc2cc(F)ccc2[nH]1)N1CCCC(Nc2ccc(F)cc2)C1 (stereo unspecified)
    2, 23, -4, 0, 0.3, -7, 15, 0.0, -12, 8, -1
(25) O=C(CSc1nc2ccccc2c(=O)n1Cc1ccco1)c1ccccc1
    0, -30, -7, 4, 0.3, -11, -37, -0.7, -133, -18, -4
(26) O=C(O)CC1SC(=O)N(Cc2ccccc2)C1=O (stereo unspecified)
    15, 2, ·, -2, -0.2, -6, 2, 2.9, 16, 15, -2
(27) COc1ccc(CCNC(=O)CN2C(=O)NC3(CCCCC3C)C2=O)cc1 (stereo unspecified)
    1, 1, -6, 1, 0.1, -5, -4, 3.0, -8, -13, ·
(28) O=C(NC(NC(=S)Nc1ccccc1C(=O)O)C(Cl)(Cl)Cl)c1ccccc1 (stereo unspecified)
    2, 10, ·, 2, -0.2, -2, 1, 3.8, 7, 5, -3
(29) CCCCNC(=O)NNc1nc(Cl)cc(C)c1C#N
    -2, 9, 9, -1, -0.5, -2, -6, 4.0, 21, 5, -4
(30) COc1cc(NC(=O)Cn2nc(Cc3cccnc3)c3ccccc3c2=O)cc(OC)c1OC
    ·, 7, -3, 9, -0.3, 17, ·, 1.6, 7, -13, 2
(31) COc1cccc(NC(=O)C(C)OC(=O)c2n[nH]c3ccccc23)c1 (stereo unspecified)
    -7, -94, -3, 4, 0.9, 0, 1, -0.4, -100, -35, 3
(32) Cc1cccc(C)c1OC(=O)c1ccccc1
    -104, -8, -5, -3, 0.1, -14, -8, -1.1, 9, -10, ·
(33) CC(=O)OCC(=O)C1(O)CCC2C3CC(C)C4=CC(=O)C=CC4(C)C3C(O)CC21C (stereo unspecified)
    -2, -18, -6, 12, 0.0, -8, ·, 5.1, 18, -2, ·
(34) COc1ccccc1N(CC(=O)NCc1ccco1)C(=O)CCC(=O)Nc1ccccn1
    -1, 0, -3, 16, 0.1, -4, 2, 0.7, 15, -27, -2
(35) CC1(C)Cn2c(nnc2-c2ccccc2)S1
    11, 32, ·, -4, -0.1, -2, 3, 3.5, 18, 8, 1
(36) CN1CCN(C(=S)C(=O)NCc2ccccc2)CC1
    0, 6, -2, -2, 0.1, -1, 5, -0.5, 11, 8, -3
(37) CCSc1nc(C)c(CC)c(C)c1C(N)=O
    2, 1, ·, 1, -0.2, 8, 12, 2.8, 17, -22, 4
(38) COc1ccc(NC(=S)c2ccccc2)cc1
    0, -274, -4, 0, -0.2, 4, -80, -1.3, -202, -77, 2
(39) Cc1ccccc1C(=O)NCC(=O)OC1CCCCC1=O (stereo unspecified)
    0, 14, -6, -3, -0.4, -2, -3, -0.4, 8, -45, -2
(40) O=C(NCCc1ccc(Cl)cc1)C1CCCN1C(=O)Nc1ccccc1 (stereo unspecified)
    -2, 2, -1, 1, -0.1, -3, 1, -0.4, 6, -10, 2
(41) Oc1c(Cl)cc(Cl)c2c1NCCC2
    -7, 4, -5, 31, 0.2, 2, 10, -0.6, 8, -12, ·
(42) O=C(c1ccc(Cl)c(S(=O)(=O)NCc2cccnc2)c1)N1CCCC1
    2, 6, -2, 4, -0.2, 2, -7, 0.1, 13, -13, 4
(43) COc1ccc(CCCc2n[nH]c(=S)o2)cc1C
    4, 4, 5, -7, 0.1, -5, 4, 0.9, 0, 15, -4
(44) CCn1c(SCC(=O)Nc2nc3ccc(OC)cc3s2)nc2c1c(=O)n(C)c(=O)n2C
    -6, 62*, -6, 0, 0.6, -4, -3, -1.5, -12, -5, 2
(45) NC(=S)NN=C1c2ccccc2-c2cc(Br)ccc21
    8, 16, -6, 5, -0.3, -16, 19, -0.4, 8, 85*, ·
(46) O=C(CSCC(=O)N1CCOCC1)Nc1ccccc1
    4, 1, -2, 7, -0.3, 7, 1, -2.8, 12, 11, -2
(47) COc1ccc(/C=N/NC(=O)CNC(=O)c2ccncc2)cc1
    -5, 9, -2, 6, -0.2, -3, 5, -0.4, 11, -29, 5
(48) O=C(N/C(=C\c1ccc([N+](=O)[O-])cc1)C(=O)N1CCOCC1)c1cccc(Br)c1
    14, 13, -7, 2, 0.3, 3, 7, 0.0, 19, -39, 3
(49) O=C(NCc1cc(C(F)(F)F)ccc1Cl)c1cccc2c1C(=O)c1ccc(N3CCOCC3)cc1S2(=O)=O
    -7, 39, -5, -13, -0.1, ?, 29, 2.2, 3, -8, ·
(50) CCOC(=O)C1CCN(S(=O)(=O)c2ccc(Br)c(OCC)c2)CC1
    0, 20, -3, -2, 0.0, -1, -6, -0.4, 11, 16, 0
(51) COc1ccc(/C(C)=N/NC(=O)CNC(=O)/C=C\c2ccccc2OC)c(OC)c1
    -3, 0, -5, 0, 2.9, -6, 7, -0.3, 7, -1, -2
(52) Cc1c(S(=O)(=O)N2CCCC(C)C2)c(=O)n(C)c(=O)n1C (stereo unspecified)
    6, 5, -14, 0, 0.1, -4, 0, -0.3, 14, -15, 2
(53) Cc1ccccc1-c1cc(C(=O)NCc2cccs2)n(CC2CC(c3cccnc3)=NO2)n1 (stereo unspecified)
    0, 19, -5, 22, 0.1, -4, 2, -1.4, 13, 0, 3
(54) CCC(=O)c1ccc(OCC(=O)N(Cc2nnc(-c3ccccc3Cl)o2)C2CC2)cc1
    2, 3, -4, 4, 0.0, -7, 3, 0.3, 5, 15, 2
